TAAR1 antag = human TAAR1 antagonism; Q96RJ0; CHO RD-HGA16 TAAR1, Fluo-8 calcium fluorescence, antagonist; inhibition, % at 3 µM; hit rate 1.5% among 360,000; AID 624466;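 active means inhibition above a per-plate cutoff, the mean inhibition of test compounds on that plate plus 3 SD, cut at about 49% in these data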;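 further: 0% = DMSO plus EC80 beta-PEA response and 100% = DMSO alone without agonist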
Target sequence (Q96RJ0 whole entry, looked up): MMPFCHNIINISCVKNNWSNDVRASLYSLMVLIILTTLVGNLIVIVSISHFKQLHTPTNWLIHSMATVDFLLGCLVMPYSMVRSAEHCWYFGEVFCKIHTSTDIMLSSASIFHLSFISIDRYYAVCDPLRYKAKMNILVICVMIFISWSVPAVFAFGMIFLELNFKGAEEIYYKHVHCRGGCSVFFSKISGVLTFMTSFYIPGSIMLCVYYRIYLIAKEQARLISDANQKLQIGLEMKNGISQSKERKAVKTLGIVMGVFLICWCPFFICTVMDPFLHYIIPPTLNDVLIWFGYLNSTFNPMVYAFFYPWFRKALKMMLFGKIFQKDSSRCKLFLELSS
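Assay system: RD-HGA16 CHO cells with stable hTAAR1 and Gα16 / Reagent: EC80 β-phenethylamine stimulus / Doses: 3 µM, single point / Timing: dye loading 75 min at 37 °C, then 30 min room temperature / Measured by: Fluo-8 intracellular calcium dye fluorescence, real-time kinetic reads / Controls: vehicle wells and EC80 agonist wells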
TAAR1 ag = agonists of human TAAR1; Q96RJ0; CHO RD-HGA16 TAAR1, Fluo-8 calcium fluorescence; vehicle wells 0%, saturating PEA agonist 100%; activation, % at 3 µM; hit rate 0.99% among 360,000; AID 624467;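 active means activation above the mean activation of all test compounds in the run plus 3 SD, cut at about 38% in these data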
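Test system: RD-HGA16 (CHO) cells co-expressing Gα16 and hTAAR1 | Doses: Single dose, 3 µM | Schedule: 17-24 h seeding, 75 min 37 °C dye, 30 min RT | Evaluation: % activation from peak over basal fluorescence ratio, DMSO-to-PEA scaled | Technique: Kinetic Fluo-8 calcium fluorescence | Benchmarks: Low control DMSO, high control PEA (EC100)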
M1 ag = agonists of human M1 muscarinic receptor | P11229 | CHO-K1 hM1, Fluo-8 calcium fluorescence, agonist mode; 0% DMSO, 100% acetylcholine EC100 | activation, % at 3 µM | hit rate 0.33% among 360,000 | AID 588814;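 active means activation above the run's mean compound activation plus 3 SD, cut at about 16% in these data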;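 further: peak over basal fluorescence ratio within a 140 s kinetic read after compound addition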
Target sequence (P11229 whole entry, looked up): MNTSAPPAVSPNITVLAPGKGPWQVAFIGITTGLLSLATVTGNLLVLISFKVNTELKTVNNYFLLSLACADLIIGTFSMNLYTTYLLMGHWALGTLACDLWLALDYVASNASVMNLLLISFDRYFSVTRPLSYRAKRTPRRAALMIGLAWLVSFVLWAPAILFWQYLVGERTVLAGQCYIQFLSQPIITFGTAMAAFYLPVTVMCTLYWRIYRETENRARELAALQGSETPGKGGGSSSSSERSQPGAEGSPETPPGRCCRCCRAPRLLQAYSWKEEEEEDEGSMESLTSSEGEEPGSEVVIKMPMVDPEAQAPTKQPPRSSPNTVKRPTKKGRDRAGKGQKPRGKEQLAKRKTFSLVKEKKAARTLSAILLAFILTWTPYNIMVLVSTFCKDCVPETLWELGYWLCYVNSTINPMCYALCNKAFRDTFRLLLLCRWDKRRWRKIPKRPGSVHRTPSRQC
CHO parental Ca = counter-screen: ATP calcium response change in parental CHO cells; parental CHO-K1, ATP-induced calcium, Fluo-8 fluorescence; inhibition, % at 5.6 µM; hit rate 0.63% among 330,000;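 active means inhibition above that plate's mean sample inhibition plus 3 SD, cut at about 26% in these data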;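 further: 0% = ATP-challenged DMSO wells and 100% = DMSO wells without ATP; some compounds past the cut are filed as inactive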
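test system = CHO parental line | reagent = ATP stimulus | measured by = intracellular calcium via Fluo-8 no-wash fluorescent dye | control set = ATP and no-ATP DMSO wells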
CHO-K1 Ca PAM = counter-screen for M1 PAMs: effect in parental CHO-K1 cells. activation, % at 3 µM. ATP EC20, Fluo-8 calcium fluorescence; 0% at ATP EC20, 100% at ATP max. hit rate 0.02% among 360,000;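 active means activation above the run cutoff, the mean activation of all test compounds plus 3 SD, cut at about 40% in these data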;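 further: peak over basal fluorescence ratio in a 140 s read after ATP addition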
CHO-K1 Ca ag = counter-screen for M1 agonists: effect in parental CHO-K1 cells; Fluo-8 calcium fluorescence; scaled to maximal ATP response, vehicle zero; activation, % at 3 µM; hit rate 0.48% among 360,000; AID 602248; in the data active means activation above about 15%;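 further: untransfected CHO-K1 host cells lacking M1 receptor as counterscreen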
CHRM1 PAM = human CHRM1 positive allosteric modulation. CHO-K1 hM1, Fluo-8 calcium fluorescence, ACh EC20; 0% = ACh EC20, 100% = maximal ACh. P11229. activation, % at 3 µM. hit rate 0.088% among 360,000; in the data active means activation above about 19%, passing the limit was not always enough
CHO-K1 Ca antag = counter-screen for M1 antagonists: effect in parental CHO-K1 cells; ATP-induced calcium, Fluo-8 fluorescence; inhibition, % at 3 µM; hit rate 0.6% among 360,000;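 active means inhibition above a per-plate cutoff, the plate's mean sample inhibition plus 3 SD, cut at about 24% in these data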;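 further: 0% = DMSO plus EC80 ATP and 100% = DMSO alone without ATP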
CHRM1 antagonist = blocks human M1 muscarinic receptor. P11229. CHO-K1 hM1, Fluo-8 calcium fluorescence, ACh EC80 antagonist. inhibition, % at 3 µM. hit rate 1.3% among 360,000. AID 588852;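 active means percent inhibition above its own plate's cutoff, namely the mean of that plate's compound wells plus 3 SD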;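 further: peak over basal fluorescence ratio during 140 s after agonist addition; 0% = ACh EC80 plus DMSO and 100% = DMSO alone without agonist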
The depositor's hits bear a star; x = not tested or not shown.

Values in the order: TAAR1 antag	TAAR1 ag	M1 ag	CHO parental Ca	CHO-K1 Ca PAM	CHO-K1 Ca ag	CHRM1 PAM	CHO-K1 Ca antag	CHRM1 antagonist
COC(=O)c1ccc(CSc2nc3c(c(=O)n2-c2ccc(F)cc2)SCC3)o1
 : -4.5	19.7	-11.4	-19.5	11.5	0.0	-0.6	-26.7	-3.0
CCN1CCN(CCCNC(=O)c2ccc(CS(=O)c3ccc(Br)cc3)o2)CC1 (stereo not given)
 : -22.0	3.1	-5.4	-5.4	-7.2	-0.1	-7.9	6.3	22.2
O=C(Nc1cc(S(=O)(=O)N2CCOCC2)ccc1N1CCOCC1)c1ccccc1[N+](=O)[O-]
 : 9.9	1.4	0.5	-7.7	5.1	-0.2	15.3	-7.8	-1.4
C/C(Cn1cnc([N+](=O)[O-])n1)=N/NC(=O)COc1c(Cl)cc(Cl)cc1Cl
 : -4.6	1.9	-5.9	-1.9	-8.3	-0.1	9.7	19.9	-11.4
CCOC(=O)COc1ccc2c(c1)C(=O)CC1(CCCCC1)O2
 : 23.5	2.8	-1.0	-13.5	-10.5	1.3	10.0	14.4	-5.5
CN(C(=O)c1cccc(NC(=O)c2cccs2)c1)c1ccccc1
 : -2.9	1.2	1.1	-14.9	12.4	2.1	12.6	-7.3	-9.8
O=P(O)(COc1ccccc1)COc1ccccc1
 : -8.6	7.7	-3.1	-3.6	19.3	1.6	14.3	4.5	-11.3
CN(C)/C=C/C(=O)c1cnc(-c2cccc(Cl)c2)s1
 : -21.9	2.6	-0.4	-17.6	8.0	0.7	5.4	-8.5	-11.1
O=C(CCN1C(=O)c2ccccc2S1(=O)=O)Nc1nc2c(s1)CCCC2
 : 9.9	7.0	-2.7	-18.3	-7.6	2.3	-0.2	-13.6	-14.1
CCCn1c(=O)c(C(=O)NCCc2ccc(Cl)cc2)c(O)c2ccccc21
 : -1.4	-0.3	0.3	x	15.1	0.4	11.5	-7.8	-19.0
CCCCOC(=O)CSc1n[nH]c(=O)[nH]c1=O
 : -7.6	8.9	-5.8	4.7	13.5	0.5	11.6	-6.5	-11.5
O=C(NCCCN1CCOCC1)C(=O)N/N=C/c1cccc2ccccc12
 : -31.5	1.1	-4.5	-31.5	14.2	3.1	13.6	0.3	-18.2
C=CCn1c(SCC(=O)c2ccc(Br)cc2)nnc1C(CC(C)C)NC(=O)c1cccs1 (stereo not given)
 : 14.4	7.7	-5.5	-32.1	6.0	0.0	12.4	-7.2	-12.9
Cc1cc(C)c(C(=O)c2ccc(C(=O)N3CCCCC3)cc2)c(C)c1
 : 14.0	35.7	36.5*	-11.4	13.8	28.4*	1.2	-1.8	-4.5
Cc1ccccc1N=C1SC(CC(=O)Nc2ccc3ccccc3c2)C(=O)N1Cc1ccccn1 (stereo not given)
 : 50.6*	9.8	-0.5	3.7	-6.4	1.7	0.4	6.8	-0.8
COC(=O)c1sccc1Oc1ccc(F)cc1[N+](=O)[O-]
 : -4.0	2.5	-3.7	-17.7	17.9	2.2	0.4	1.8	12.5
OC(CSc1ccccc1)CN1CCN(c2cccc(Cl)c2)CC1 (stereo not given)
 : 17.1	-1.7	24.6*	x	10.7	2.0	-3.2	-12.0	-8.2
COc1ccccc1N1CCN(C(=O)c2n[nH]c3ccccc23)CC1
 : 13.3	2.3	-3.4	-4.2	13.9	1.6	7.5	-13.2	-4.5
C=CCOc1c(Br)cc(CNc2ccc(NC(=O)CCC)cc2)cc1OCC
 : 2.9	13.1	-3.6	-28.1	5.9	0.1	7.6	-2.7	-9.9
CCSc1ccc(C(=O)Nc2ccc(Br)cn2)cc1[N+](=O)[O-]
 : -6.1	3.1	-12.9	-13.7	6.4	0.4	8.8	-14.4	-7.7
COc1ccc2cc(C(=O)NCCO)sc(=O)c2c1OC
 : 21.2	-0.2	-3.1	2.0	11.9	1.4	6.0	-12.0	-7.2
CCOc1c2ccc(C(=O)NCc3cc(C(F)(F)F)cc(C(F)(F)F)c3)cc2nn1CCOC
 : 1.3	-0.4	-9.7	-18.4	15.5	-0.6	0.9	-15.4	-6.6
COc1ccc2c(c1)C=C(CN1CCN(C3CCCC3)C(CCO)C1)CO2 (stereo not given)
 : -6.1	4.0	-3.6	-8.4	15.3	0.2	-19.9	-18.8	95.2*
Cc1ccc(CN2CCN(CC(=O)N/N=C/c3c[nH]c4ccccc34)CC2)cc1
 : -18.4	2.6	-3.2	-5.0	15.0	0.6	-4.2	-12.0	8.6
O=C(c1cc(-c2ccc(Cl)cc2)n(-c2cc(Cl)ccc2Cl)n1)N1CCOCC1
 : 9.2	10.3	-0.4	-22.7	20.7	-0.1	14.5	-17.3	-20.0
COc1ccc(CCN(C)C(=O)c2ccc(S(=O)(=O)Nc3ccccc3F)cc2)cc1OC
 : -8.8	3.5	-2.1	0.3	-5.9	0.4	1.4	-3.9	0.7
Cc1ccc(NC(=O)Nc2ccc([N+](=O)[O-])cc2)nc1
 : 0.5	5.4	-1.8	1.7	-15.7	0.1	0.7	4.8	-2.6
CSCC[C@H](NC(=O)[C@@H]1CSC2c3ccccc3C(=O)N21)C(=O)NCc1ccco1 (stereo not given in full)
 : -25.9	-0.2	0.3	-16.2	12.5	0.7	6.2	-17.5	-11.9
Oc1c(C(c2cccs2)N2CCOCC2)sc2ncnn12 (stereo not given)
 : 2.2	0.1	-3.4	2.2	12.5	-0.3	8.7	-3.4	-16.0
Cc1ccccc1NC(=O)COC(=O)[C@@H]1CCCN1C(=O)c1cccs1
 : -2.9	3.5	-1.8	-18.0	4.1	-0.1	2.0	-8.0	-5.5
O=S(=O)(Nc1ccccn1)c1ccc(C2CCCCC2)cc1
 : -18.4	2.5	-2.3	-9.4	18.0	4.0	-0.9	-13.1	6.5
O=S(=O)(c1ccc2c(c1)OCCO2)N1CCN(Cc2ccccc2)CC1
 : 13.2	7.2	9.1	-1.7	3.0	-0.1	-2.1	-2.3	1.7
CCCC(C)NC(=O)c1ccc(F)cc1 (stereo not given)
 : 7.3	2.5	-3.6	5.5	11.3	-0.1	4.3	-7.9	-27.4
CCOc1cc(C2C(C(=O)OC)=CN(Cc3ccc(Cl)cc3)C=C2C(=O)OC)ccc1O
 : -10.0	2.6	-5.2	-20.7	17.3	4.2	0.2	-5.7	-1.1
C1=CC2C3C=CC(C3)C2C1 (stereo not given)
 : 5.0	0.9	-2.3	-2.5	5.3	-0.1	-6.4	-9.4	5.9
O=P1(O)Cc2ccccc2-c2ccccc21
 : -0.4	0.8	-1.4	x	-9.8	-0.1	2.7	6.8	-6.3
CC1Cn2c(nnc2-c2cccc(Cl)c2)S1 (stereo not given)
 : -2.8	-1.3	-12.7	5.5	29.2	0.5	1.6	-27.6	-11.0
Cc1ccc(NC(=O)/C(CN(C)C)=N\O)cc1
 : -0.1	5.3	-2.8	-13.8	20.5	-0.2	14.4	-17.1	-5.0
O=C(O)CCC(=O)c1ccc2c(c1)OCCO2
 : 4.1	-0.6	0.8	-1.9	20.3	6.0	7.0	-6.7	-5.8
O=C(NNS(=O)(=O)c1ccc(F)cc1)c1cnn(-c2ccccc2)c1C(F)(F)F
 : -0.2	6.3	2.1	-8.9	-16.3	1.2	2.7	-7.2	-8.6

The closing 3 compounds of the section above come first, to join the parts:
Values in the order: TAAR1 antag	TAAR1 ag	M1 ag	CHO parental Ca	CHO-K1 Ca PAM	CHO-K1 Ca ag	CHRM1 PAM	CHO-K1 Ca antag	CHRM1 antagonist
Cc1ccc(NC(=O)/C(CN(C)C)=N\O)cc1
 : -0.1	5.3	-2.8	-13.8	20.5	-0.2	14.4	-17.1	-5.0
O=C(O)CCC(=O)c1ccc2c(c1)OCCO2
 : 4.1	-0.6	0.8	-1.9	20.3	6.0	7.0	-6.7	-5.8
O=C(NNS(=O)(=O)c1ccc(F)cc1)c1cnn(-c2ccccc2)c1C(F)(F)F
 : -0.2	6.3	2.1	-8.9	-16.3	1.2	2.7	-7.2	-8.6
CCCSc1nsc(NC(=O)c2cccnc2OCC)n1
 : 1.2	8.1	-0.5	-28.6	21.2	0.1	11.3	-10.3	9.2
CCN(CC)c1ncn(Cc2c(Cl)cccc2Cl)c2ncnc1-2
 : -19.0	9.0	-2.6	-32.2	5.6	0.6	1.8	13.9	-12.2
COc1ccc(NC(=O)CCc2nnc3ccc(N4CCC(C)CC4)nn23)cc1OC
 : -23.3	0.0	-6.4	-25.3	2.9	0.0	2.5	-11.3	-4.6
Clc1ccc(-c2nc3ccc(Cl)cn3c2Cc2cccc(Cl)c2)cc1
 : -0.9	-0.3	-5.7	x	10.9	1.1	-3.8	-13.3	-11.1
Cc1ccccc1NC(=S)N1CCCN(Cc2ccc(F)cc2)C1
 : -3.1	2.1	-2.1	-28.4	8.5	1.4	6.0	-10.3	-12.5
C=Cc1ccc(CSc2cc(C)nc3nc(C)nn23)cc1
 : -24.4	0.4	-2.9	-29.6	19.6	2.4	7.2	-10.0	-10.4
Cc1cc(C)c(C)c(/C=C(/C#N)C(N)=S)c1C
 : -1.2	13.3	-7.6	-8.5	18.4	0.1	0.5	-12.8	-3.9
CC1(C)C(=O)OC(c2cccs2)C2(CCCCC2)C1=O (stereo not given)
 : -2.6	22.4	-3.9	-24.6	13.6	0.1	3.8	-11.2	-5.9
CC(=O)c1cccc(NC(=O)Nc2nc(C)cc(C)n2)c1
 : -17.8	0.6	-0.3	-1.3	-12.4	0.2	1.6	-0.6	-1.3
CC(C)Nc1nnc(SC(C)C(=O)Nc2ccc(N3CCOCC3)cc2)s1 (stereo not given)
 : 7.0	9.8	-2.8	-1.2	8.9	0.5	8.1	-16.6	-6.0
COc1ccc(-n2nc(C(=O)Nc3ccc4c(c3)OCO4)c3c4ccccc4n(C)c3c2=O)cc1
 : -18.3	2.8	-1.2	-13.7	-3.7	0.1	-3.7	0.8	5.1
COC(=O)c1cccc(-c2ccc(/C=N/N3C(=O)C4C5C=CC(C6CC56)C4C3=O)o2)c1 (stereo not given)
 : 23.1	11.5	-3.4	-18.2	11.4	0.2	3.0	-1.5	0.1
O=C(N/N=C/c1c(Cl)cccc1Cl)c1n[nH]c2c1CCCC2
 : 12.7	15.1	-5.3	-12.7	18.0	0.8	1.5	-8.1	-8.8
CCCCCCn1cc(CN2CC(N3CCN(CCN(C)C)CC3)CS2(=O)=O)nn1 (stereo not given)
 : -8.1	0.9	x	x	20.2	0.8	x	-25.2	x

A portion from the list above:
Values in the order: TAAR1 antag	TAAR1 ag	M1 ag	CHO parental Ca	CHO-K1 Ca PAM	CHO-K1 Ca ag	CHRM1 PAM	CHO-K1 Ca antag	CHRM1 antagonist
COC(=O)c1ccc(CSc2nc3c(c(=O)n2-c2ccc(F)cc2)SCC3)o1
 : -4.5	19.7	-11.4	-19.5	11.5	0.0	-0.6	-26.7	-3.0
CCN1CCN(CCCNC(=O)c2ccc(CS(=O)c3ccc(Br)cc3)o2)CC1 (stereo not given)
 : -22.0	3.1	-5.4	-5.4	-7.2	-0.1	-7.9	6.3	22.2

High-throughput results from PubChem BioAssay.
